Compound activity (PubChem)
GAA850 FXN act – activators of GAA850 frataxin (FXN) promoter. HEK293 lucGAA850 FXN promoter luciferase reporter, 24 h; percent of 10 µM SAHA response. activation, % at 6 µM. hit rate 0.56% among 360,000;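 active = activation above the average of all compounds screened plus 3 SD, cutoff fixed separately per campaign, cut at about 7.5% in these data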;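 also: 0% = DMSO wells and 100% = 10 µM SAHA wells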
NR0B1 inh – inhibits human nuclear receptor DAX1; P51843; HEK293 Gal4-DAX1 luciferase reporter, luminescence; inhibition, % at 6.75 µM; hit rate 0.99% among 340,000; AID 504766;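 active = inhibition above the mean over all tested compounds plus 3 SD, cut at about 4.2% in these data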;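 also: 0% = DAX1-transfected cells with DMSO and 100% = empty-vector control cells with DMSO; inhibition shows as a rise in luminescence from relieved DAX1 repression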
Target sequence (P51843 207-470 limits assumed): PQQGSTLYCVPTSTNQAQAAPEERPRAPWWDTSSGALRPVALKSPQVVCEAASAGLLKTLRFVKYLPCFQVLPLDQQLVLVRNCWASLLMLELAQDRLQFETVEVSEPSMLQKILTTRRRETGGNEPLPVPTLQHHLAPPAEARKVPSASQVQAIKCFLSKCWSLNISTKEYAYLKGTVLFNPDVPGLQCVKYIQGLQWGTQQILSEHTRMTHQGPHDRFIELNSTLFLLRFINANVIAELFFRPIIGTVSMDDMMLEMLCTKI
* = called active by the depositor; · = not tested or not shown.

Order of values: GAA850 FXN act	NR0B1 inh
> COc1ccc(C#Cc2ccc3c(=O)c4ccccc4n(C)c3c2)cc1
 : ·	-0.3
> COC(=O)C1=C(C)N(Cc2ccco2)C(=O)N[C@@H]1c1cccc(C(F)(F)F)c1
 : ·	-0.8
> CCC(=O)Nc1nonc1-c1nc2ccccc2n1Cc1ccc(Cl)c(Cl)c1
 : ·	1.0
> CCCCNC(=O)C(C1CCCCC1)N(CCN(C)C)C(=O)CCCN1C(=O)NC(c2ccc(-c3ccccc3)cc2)C(C(=O)OCc2ccccc2)=C1C (centres undefined)
 : ·	0.9
> COC(=O)C1=C(C)N(Cc2ccccc2)C(=NCc2cc(OC)c(OC)c(OC)c2)N[C@H]1c1ccccc1
 : ·	2.6
> COc1ccccc1CNc1nc(NCc2ccc(C)cc2C)c2sccc2n1
 : -1.4	·
> CCCC(=O)N1CCC1(C)C(=O)Nc1cc(OC)ccc1OC (centres undefined)
 : 1.0	·
> CCCS(=O)(=O)NC(=O)C1(C)CCN(C(=O)c2ccccc2C(F)(F)F)C1 (centres undefined)
 : 1.1	·
> CCOC(=O)c1cc(OC)c2cccc(CN3CCC(C)(C(=O)NCCOC)C3)c2c1 (centres undefined)
 : -2.1	·
> CN1CCN(C(=O)c2ccc(-c3cnn(C)c3)c3ccoc23)CC1
 : 1.3	·
> CC(C)C(=O)N1CCC1(C)C(=O)Nc1ccc2[nH]ccc2c1 (centres undefined)
 : -0.9	·
> Cn1c(=O)c2cc(NC(=O)NCCc3cccs3)ccc2n1C/C=C/c1ccccc1
 : -0.2	·
> Cc1ccccc1C(NC(=O)C1CCN(Cc2ccc(Oc3ccccc3)cc2)CC1)c1ccsc1 (centres undefined)
 : -2.0	·
> Cc1cc(-c2ccccc2)nc2c(Br)c(C(=O)O)nn12
 : 0.4	·
> CC(C)=CCc1c([C@@H]2CCc3ccc(O)cc3O2)cc2c(c1O)OC(C)(C)C=C2
 : 0.7	·
> CSc1ccc(CN2C(=O)C(F)(F)Oc3c(C(C)=O)cccc32)cc1
 : -1.2	·
> CCCS(=O)(=O)NC(=O)C1(C)CCCN(C(=O)c2cccc(C)c2C)C1 (centres undefined)
 : -0.5	·
> O=C(NCc1cccc(C(F)(F)F)c1)c1ccc2sc(C3=C[C@@H](O)[C@@H](O)[C@@H](CO)O3)nc2c1
 : 0.7	·
> CCCC(=O)N1CCC1(C)C(=O)Nc1ccc(-n2cccc2)cc1 (centres undefined)
 : 0.1	·
> Cc1cccc(C)c1C(O)c1ncc(-c2ccc(F)cc2)[nH]1 (centres undefined)
 : -0.9	·
> CN1CCN(c2ccc(CNC(=O)c3cccc4c(-c5ccc(F)c(F)c5)coc34)cc2)CC1
 : -0.9	·
> O=C(Nc1ccc2c(c1)OCO2)c1csc(COCCO)n1
 : -0.7	·
> CCCCC(=O)O
 : 0.4	·
> COc1ccc(-c2csc(C(O)c3ccccc3)n2)cn1 (centres undefined)
 : 0.2	·
> CCCCN1/C(=C/c2ccc3ccccc3[n+]2CC)Sc2ccccc21
 : -4.6	·
> CC1(C(=O)Nc2ccc(Cl)c(Cl)c2)CCN1C(=O)Cc1ccc(-c2ccccc2)cc1 (centres undefined)
 : 1.5	·
> CCc1nc2c(OCc3c(C)noc3C)cccn2c1N(C)C(=O)c1ccccc1F
 : 0.8	·
> CC1(Cc2ccccc2C#N)C(=O)Nc2ccc(-c3ccc4[nH]ccc4c3)cc21 (centres undefined)
 : -5.4	·
> OC(Cc1ccccc1)c1ncc(-c2ccc3ccccc3c2)[nH]1 (centres undefined)
 : -0.7	·
> CCCS(=O)(=O)NC(=O)C1(C)CCCN(C(=O)c2nc(C)oc2C)C1 (centres undefined)
 : -2.1	·
> CCN(CC)c1ccc(/C=C2\SC(=O)N(C(C)C)C2=O)o1
 : 14*	·
> O=C(NC(c1ccc(-c2ccccc2)cc1)c1cnccn1)C1CCN(Cc2cccc(C(F)(F)F)c2)CC1 (centres undefined)
 : -1.6	·
> Cc1csc(NC(=O)C2(C)CCN2C(=O)C(C)C)c1C#N (centres undefined)
 : 3.4	·
> O=C(NCc1ccccc1Cl)c1ccc2nc([C@@H]3O[C@H](CO)[C@H](O)[C@H](O)[C@H]3O)[nH]c2c1
 : 0.2	·
> CCCC(=O)N1CCC1(C)C(=O)Nc1cccc(F)c1 (centres undefined)
 : 2.1	·
> CCCS(=O)(=O)NC(=O)C1(C)CCCN(C(=O)c2cc(OC)ccc2Br)C1 (centres undefined)
 : 2.3	·
> O=C(O)Cn1cc(F)c(=O)[nH]c1=O
 : -0.9	·
> Cc1ccc(NC(=O)c2cc3ccccc3oc2=O)cc1S(=O)(=O)N(C)C
 : -15	·
> CCOC(=O)CN=C1CC(C)(C)CC2=C1Sc1ncnc(N(C)C)c1N2
 : 2.2	0.1
> C#CCOCCOCCOCCNc1nc(N2CCN(C(=O)CCCCCCCCCCNC(=O)Cn3cc(CCCCCN)nn3)CC2)nc(N2CCN(C(=O)CCCCCCCCCCNC(=O)[C@H]([C@@H](C)CC)n3cc(CCCCCN)nn3)CC2)n1
 : 0.4	0.2

Profiles from above. Order of screens: GAA850 FXN act | NR0B1 inh
CN1CCN(c2ccc(CNC(=O)c3cccc4c(-c5ccc(F)c(F)c5)coc34)cc2)CC1 is entered as -0.9 | ·
CCCC(=O)N1CCC1(C)C(=O)Nc1cccc(F)c1 (centres undefined) is entered as 2.1 | ·
CCCCN1/C(=C/c2ccc3ccccc3[n+]2CC)Sc2ccccc21 is entered as -4.6 | ·

Going on with the list:
Order of values: GAA850 FXN act	NR0B1 inh
> Cc1cccc(/C=N/n2c(C3CCCCC3)n[nH]c2=S)c1
 : 2.5	0.5
> CN(C)C1=NC[C@H](Cc2ccccc2)N1CC1CCC(C(C)(C)C)CC1 (some centres undefined)
 : 0.3	0.0
> COc1ccc(N(Cc2cc3ccc(C)cc3[nH]c2=O)S(=O)(=O)c2ccccc2)cc1
 : -2.0	0.3
> O=C(Nc1ccccc1Cl)N1CCN(c2ccc3nnc(-c4ccccc4)n3n2)CC1
 : 1.4	-1.3
> O=C(/C=C/N1CCOCC1)c1ccc(-c2ccccc2)cc1
 : 4.7	0.2
> CC1=C(C(=O)OCCCBr)C(c2ccc3c(c2)OCO3)NC(=O)N1 (centres undefined)
 : 1.8	0.4
> CCN(CC)CCOC(=O)c1ccc(NC(=O)CCCN2C(=O)S/C(=C/c3ccc(OC)cc3)C2=S)cc1
 : -13	-2.8
> O=C(NCC(c1ccco1)N1CCN(c2ccccc2)CC1)c1ccco1 (centres undefined)
 : 0.4	0.4
> O=[n+]1c2c(n([O-])c3ccccc31)CCC2
 : -0.7	-0.5
> Cc1c(N=Cc2c(O)n(C)c(=O)c3ccccc23)c(=O)n(-c2ccccc2)n1C
 : -3.5	0.2
> CCC(=O)N1CCc2cc(Br)cc(S(=O)(=O)CC(=O)OC)c21
 : 0.2	-0.5
> C/C(Sc1nnc(Cc2ccccc2)o1)=C(/O)c1ccccc1
 : 0.7	-0.7
> CC(=O)c1ccc(N2CCN(S(=O)(=O)c3ccc(-c4cnc(C5CC5)o4)cc3)CC2)cc1
 : 2.3	1.1
> CC(C)CC(=O)NS(=O)(=O)c1ccc(NC(=O)c2ccco2)cc1
 : -0.5	0.8
> CCOC(=O)c1c(C)[nH]c(C(=O)C(C)OC(=O)c2oc3ccccc3c2COC)c1C (centres undefined)
 : 0.8	-0.7
> Nc1nc(-c2cccs2)cs1
 : 0.3	-0.1
> CCOC(=O)c1c(NC(=O)CSc2nc3cccnc3n2C)sc(C(C)=O)c1C
 : 2.4	-0.8
> CN(c1ccc([N+](=O)[O-])cc1C(=O)Nc1ccccc1)C1CCCCC1
 : -0.6	-0.6
> NC(=S)NN=C1CSSC1
 : -0.9	0.0
> COc1cccc(-n2nc(C(=O)Nc3ccc4c(c3)OCO4)c3ccccc3c2=O)c1
 : -2.1	-0.6
> Cc1ccc(NC(=O)CN2C(=O)C(C)Oc3ccccc32)nc1 (centres undefined)
 : -0.2	-0.5
> COc1ccc(Nc2ncnc3sc(C)cc23)cc1
 : 1.6	1.1
> COCCOC(=O)/C(=C/c1ccc(OC(=O)c2ccccc2)cc1)C(C)=O
 : 2.0	0.9
> COC(=O)c1cc(S(=O)(=O)NCc2ccccc2Cl)c[nH]1
 : -0.2	-1.4
> O=C(c1ccccc1Cl)N1CCCC(c2nc3c(nnn3Cc3ccccc3)c(=O)[nH]2)C1 (centres undefined)
 : 0.0	1.3
> C#CCOCCOCCOCCNc1nc(N2CCN(C(=O)[C@H](Cc3cc4ccccc4[nH]3)n3cc(C(N)CC(C)C)nn3)CC2)nc(N2CCN(C(=O)[C@H](CCC(=O)O)n3cc(C(N)[C@H](C)CC)nn3)CC2)n1 (some centres undefined)
 : -0.5	0.8
> CC1CCCC(C)N1C(=O)Cn1cc(/C=C2/C(=O)Nc3ccccc32)c2ccccc21 (centres undefined)
 : -4.1	-0.2
> CCOC(=O)c1ccccc1NC(=O)COC(=O)C(CCSC)NC(=O)COc1ccccc1 (centres undefined)
 : -0.2	-0.5
> CC[N+](CC)(CC)CCOc1cccc(OCC[N+](CC)(CC)CC)c1OCC[N+](CC)(CC)CC
 : -0.9	1.5
> CCCN(Cc1cc2cccc(C)c2[nH]c1=O)S(C)(=O)=O
 : -0.2	0.1
> CC1=NN(C(N)=S)C(=O)C1N=Nc1ccc([N+](=O)[O-])cc1 (centres undefined)
 : 2.0	1.3
> CN(C)S(=O)(=O)c1ccc(C(=O)Nc2ccccc2F)cc1
 : 2.0	0.4
> Cc1ccnc2c1ccc1c(C)ccnc12
 : -12	-2.3
> CCn1cc(C(=O)NCCC(C)C)c(=O)c2cc(S(=O)(=O)N3CCCCC3)ccc21
 : 2.8	0.6
> CCCCCN(C(=O)CCC(=O)OCC(=O)c1ccc(C(C)CC)cc1)c1c(N)n(CCCC)c(=O)[nH]c1=O (centres undefined)
 : 0.8	0.2
> CSc1ccccc1NC(=O)c1ccccc1N(Cc1ccccc1)S(C)(=O)=O
 : 0.1	1.6
> CCOCCCNC(=S)NNC(=O)CCn1nc(C)c(Br)c1C
 : -1.0	0.1
> Cc1ccc(S(=O)(=O)/N=C2\C=C(Nc3ccc(O)cc3)C(=O)c3ccccc32)cc1
 : -13	-4.0
> COc1ccc(-c2nc(CSCC(=O)NCc3ccco3)c(C)o2)cc1
 : -9.1	-0.5
> Cc1cccc(N2CCN(C(=O)Cn3sc4nc(C)cc(C)c4c3=O)CC2C)c1 (centres undefined)
 : -0.9	-0.4
> CCCCn1nnc(NC(=O)c2ccc(-c3cccc(Cl)c3)o2)n1
 : -1.1	-0.6
> Cc1ccccc1C(NC(N)=O)c1ccccc1 (centres undefined)
 : 1.5	-0.3
> CN1CCc2c(sc3nc(NN)n(-c4ccc(Cl)cc4)c(=O)c23)C1
 : 1.4	1.3
> O=c1oc2ccccc2cc1-c1nc(-c2ccccc2)no1
 : 2.1	3.0
> COc1cccc(Nc2nn3c(=O)c4ccccc4nc3s2)c1
 : 1.1	1.1
> COc1cccc(N2CCN(CC(=O)c3c(C)[nH]c4ccccc34)CC2)c1
 : 0.0	-0.9
> C/C(=N\n1c(C)cc(C)c(C#N)c1=O)c1cccs1
 : -1.9	0.2
> CC(=O)c1ccc2c(c1)OCCOCCOCCOCCO2
 : -1.6	0.9
> Cc1cccc(NC(=O)c2cc(-c3cc(Cl)ccc3O)n[nH]2)c1
 : 3.9	1.4
> Cc1c(C(=O)OCC2CCCO2)[nH]c2c1C(=O)CC(c1ccco1)C2 (centres undefined)
 : -1.2	-3.5
> O=C(CS(=O)(=O)c1ccccc1)c1cc2cc(F)ccc2oc1=O
 : 2.0	0.6
> N#C/C(=C\C=C\c1ccccc1[N+](=O)[O-])C(=O)NC1CCCCC1
 : 14*	1.8
> Cc1cc(C)nc(SCCn2c(N(C)Cc3ccccc3)nc3c2c(=O)n(C)c(=O)n3C)n1
 : 1.9	0.9
> CCC(=O)C1CCCN(C(=O)c2cccc(OC3CCN(S(C)(=O)=O)CC3)c2)C1 (centres undefined)
 : 2.8	-0.1
> CCS(=O)(=O)NCCc1cc2ccc(C)cc2[nH]c1=O
 : -0.7	-0.2
> Cc1ccc(S(=O)(=O)N(Cc2cccc(F)c2)C(=O)N2CCN(C)CC2)cc1
 : 1.0	3.4
> CCC(C(=O)NCCC(C)C)n1ccc2cc(S(=O)(=O)N3CCCCC3)ccc21 (centres undefined)
 : -5.3	-3.4
> CCn1c(C)nc2cc(S(=O)(=O)C(F)(F)C(F)C(F)(F)F)ccc21 (centres undefined)
 : 0.8	-2.1
> O=C(CCn1c2c(c3ccccc31)CCCC2)NNC(=O)c1ccccc1C(=O)O
 : -2.3	0.2
> CCN(CC(=O)Nc1c(F)cccc1F)C(=O)c1ccc(C)c(S(=O)(=O)N2CCCCC2)c1
 : -2.7	-0.7

Other compounds.
Order of values: GAA850 FXN act	NR0B1 inh
> O=C1c2ccccc2C(=O)N1/N=C/c1ccc(O)c(O)c1O
 : 1.8	-0.8
> Cc1ccccc1-n1nc2c(c1NC(=O)c1cc3ccccc3oc1=O)CS(=O)C2 (centres undefined)
 : 1.6	2.0
> Cc1csc(NC(=O)c2c(O)c3c(n(CC(C)C)c2=O)CCCC3)n1
 : -2.0	-0.5
> O=S(=O)(Cc1ccccc1)N=Nc1c(O)[nH]c2ccc(Br)cc12
 : 3.8	1.6
> CCCCn1nnc(NC(=S)NC(=O)c2ccc(-c3cccc(Cl)c3Cl)o2)n1
 : 4.7	1.3
> Cc1nc2ncnn2c(N2CCC(C(=O)NCC3CCCO3)CC2)c1Cc1ccccc1 (centres undefined)
 : 1.7	0.2
> COc1ccc(C(CCN2CCCC(C)C2)c2c(OC)cc(OC)c3c2OC(=O)CC3c2cc(OC)c(OC)c(OC)c2)cc1 (centres undefined)
 : -1.2	-0.8
> COc1ccc(-c2ccc(S(=O)(=O)N3CCOCC3)cc2)cc1
 : -2.1	0.8
> Cc1ccccc1C(=O)Nc1cccc(NC(=O)Cn2cnc3c(=O)n(C)c(=O)n(C)c32)c1
 : -7.4	-3.1
> CC(C(=O)N1CCOCC1)(c1ccccc1)c1ccccc1
 : -0.9	-0.4

Some of the compounds tested, so the mix of outcomes need not match the whole.
